GALK inh – blocks human galactokinase activity; P51570; Purified GALK, Kinase-Glo residual ATP luminescence; Potency, µM (titrated, usually from 57.5 µM), for inactives: at the highest dose activity change, negative = inhibition, usual class: inhibitors; 270,000 tested, 0.007% active; AID 1868; note: potency is the fitted concentration of half-maximal effect; % is set by controls: 0 for no effect and ±100 for the full control effect
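5 nM enzyme, 35 uM ATP, 100 uM galactose, 20 mM HEPES pH8.0, 5 mM MgCl2; 1 h RT; residual ATP by Kinase-Glo Plus luminescence, qHTS format.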
Coupling enz – counter-screen for Giardia aldolase inhibitors: coupling enzyme system | coupling enzyme system counterscreen, AmpLite Red fluorescence | activity change, negative = inhibition, % at 58.2 µM, hits read low | 290,000 tested, 0.67% active; in the data active = activity change below about -30%; note: % is set by controls: 0 for no effect and ±100 for the full control effect
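Coupling enzymes only (glyceraldehyde-3-phosphate) + compound, at 57.5 uM final, 10 min RT; add substrate/coupling/AmpLite Red mix, 20 min RT; fluorescence ex 525/em 598 nm. Actives flag coupling-system interference.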
TRPV1 ag – agonists of human vanilloid receptor 1 (TRPV1); activation, % at 8.33 µM; 320,000 tested, 0.19% active; Q8NER1; TRPV1-expressing cells, Fluo-8 calcium influx, agonist mode; AID 540275; in the data active = activation above about 80%; inconclusive = between about 30% and that limit; note: 0% is about no effect
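Cells expressing TRPV1 were dye-loaded with Fluo-8 and read kinetically: 10 s baseline, 3 min after compound (agonist portion), then 2 min after EC20 capsaicin (allosteric enhancer portion). Calcium-bound dye fluorescence at 480/520 nm.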
PKM2 act – activators of human pyruvate kinase M2 | P14618 | purified PKM2, Kinase-Glo ATP luminescence, activation; response scale: 0% is enzyme alone, no compound | Potency, µM (highest dose often 57.5 µM), inactives show at the top dose activation, most hits filed as activators | 260,000 tested, 0.34% active | AID 1631; note: potency is the fitted concentration of half-maximal effect; % is set by controls: 0 for no effect and ±100 for the full control effect; nearly all actives have a fitted effect of over 55% in size
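Kinase-Glo luminescence reports ATP generated from ADP (0.1 mM) and PEP (0.5 mM) by purified hPK-M2 after 1 h at room temperature, pH 7.2 imidazole buffer; intermediate enzyme activity allows detecting inhibitors and activators.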
Menin MLL FP TR – menin-MLL binding inhibition, Texas Red mutant peptide; Menin + Texas Red MLL mutant peptide, fluorescence polarization; Potency, µM (highest dose often 61.6 µM), for the others: top-dose FP activity change, negative = inhibition, usual class: inhibitors; 270,000 tested, 0.23% active; active = well fitted inhibition curve with a large enough effect in the polarisation, with a control signal flat, not every such curve was filed as active; inconclusive = small, poorly fitted or top-dose-only effect, or effect the other way, or a change in a side signal; inactive = no such curve, though single readings can be large or run the other way; the % refers to the polarisation; note: potency is the fitted concentration of half-maximal effect; % of control where 0% means no effect; many of its hits are not listed in these tables
CXXC DNA block – MLL CXXC-DNA interaction inhibition. MLL-CXXC / FITC-HOXA9 DNA fluorescence polarization. Q03164. AID 2662. Potency, µM (series often up to 115 µM), inactives show top-dose activity change, negative = inhibition, usual class: inhibitors. 290,000 tested, 0.037% active; active = well fitted inhibition curve with a large enough effect in the polarisation, with a control signal flat, not every such curve was filed as active; inconclusive = small, poorly fitted or top-dose-only effect, or effect the other way, or a change in a side signal; inactive = no such curve, though single readings can be large or run the other way; the % refers to the polarisation; note: potency is the fitted concentration of half-maximal effect
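Purified MLL-CXXC (added from a 7 uM solution) was preincubated 5 min at ambient with pinned compounds in 50 mM Tris-HCl pH 7.5, 50 mM NaCl, 1 mM DTT, 0.05% BSA. Fluorescein-labeled HOX-A9 DNA (50 nM solution) followed, 30 min, then polarization read.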
KCNH2 3.1 block – inhibitors of human KCNH2 3.1 potassium channel isoform; 340,000 tested, 0.95% active; U2OS KCNH2 3.1, thallium flux FluxOr; hits give low values; activity change, % (tested at about 1.8 µM);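 active = maximum activity change below -70%; inconclusive = maximum activity change from -70% to -50%; inactive = maximum activity change above -50%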;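 note: thallium influx rate constant from kinetic fluorescence after stimulation buffer; % is set by controls: 0 for no effect and ±100 for the full control effect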
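U2OS cells transduced with KCNH2 3.1 mutant virus (1.77 x 10^8 /mL, 4 h), plated overnight at 37 C, loaded 45 min with FluxOr dye plus Red40 quencher. Thallium flux rate constant from kinetic reads after stimulation buffer, normalised to controls.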
Giardia killer – Giardia lamblia killing; Giardia lamblia trophozoite viability; activity change, % at 7.66 µM, hits read low; 340,000 tested, 0.15% active; AID 540267; in the data active = activity change below about -80%; inconclusive = between about -30% and that limit;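 note: parasites exposed to compound for two days anaerobically before the ATP read; % is set by controls: 0 for no effect and ±100 for the full control effect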
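Each well holds 100 Giardia trophozoites and compound. After two days (48 hrs) at 37 deg C in anaerobic conditions, ATP is quantified by luminescence.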
USP2a block – blocks human ubiquitin-specific protease USP2a; O75604; USP2 core, Ub-CHOP2 coupled fluorogenic reporter, 485/531; Potency, µM (highest dose often 38.3 µM), for the others: at the highest dose activity change, negative = inhibition, usual class: inhibitors; 330,000 tested, 0.01% active; AID 463254;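 note: potency is the fitted concentration of half-maximal effect; plate controls were DMSO wells for no effect and full inhibition by NEM control for full effect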
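Deubiquitinase activity read as fluorescence (485/531 nm) after Ub-CHOP2 cleavage activates the enterokinase reporter on its substrate; USP2 core 10nM, Ub-CHOP2 and substrate 25nM each, 30min compound preincubation then 60min RT; data normalized to NEM, curves fitted.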
B2AR arrestin – agonists driving beta-arrestin recruitment to human beta2-adrenergic receptor; P07550; beta-arrestin recruitment to beta2AR, cell-based reporter; Potency, µM (series often up to 46.1 µM), without a hit: at the top dose activation, most hits filed as activators; 330,000 tested, 0.02% active;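 note: potency is the fitted concentration of half-maximal effect; 0% = DMSO controls and full agonism = EC100 isoproterenol or metaproterenol; nearly all actives have a fitted effect of over 65% in size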
KCNH2 WT inh – blocks the wildtype human KCNH2 potassium channel | U2OS, BacMam KCNH2, thallium flux FluxOr; hits give low values | activity change, % at 1.84 µM | 340,000 tested, 0.37% active | Q12809;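 active = maximum activity change below -70%; inconclusive = maximum activity change between -70% and -50%; inactive = maximum activity change above -50%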; note: % is set by controls: 0 for no effect and ±100 for the full control effect
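U2OS cells were transduced with wild-type KCNH2 virus (2.03 x 10^8 / mL) for 4 h at room temperature, then cultured overnight at 37 C. Thallium flux was read with FluxOr dye. Rate constants were normalized to DMSO controls.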
* marks the source's active call; other numbers are inactive results; i = inactive; ? = inconclusive; nt = no result given; [ ] = dose if it differs, or a comment. Unless noted, calls come from the whole dose curve; as a rule, active = well fitted curve in the direction sought with a large enough effect; inconclusive = small, poorly fitted or top-dose-only effect, or another doubt; inactive = no such curve, though single readings can be large; an effect the other way counts as inactive or inconclusive.

SMILES	GALK inh	Coupling enz	TRPV1 ag	PKM2 act	Menin MLL FP TR	CXXC DNA block	KCNH2 3.1 block	Giardia killer	USP2a block	B2AR arrestin	KCNH2 WT inh
Oc1ccc(-c2nc3c4c(ncn3n2)-c2ccccc2CC42CCCC2)cc1	-1%	-4	1	-1%	?	6%	-18	1	4%	-0.2%	-1
CCOC(=O)C(Cc1ccccc1)NC(=O)Cn1nnc(-c2ccc(SC)cc2)n1 (stereo not given)	-5%	-4	3	-3%	?	6%	6	6	3%	-0.9%	-3
COC(=O)C1CCC(C)(C(=O)Nc2ccccc2)C1(C)C (stereo not given)	-1%	-2	19	0%	-19%	-13%	-2	-16	0%	0.4%	-6
C=CC1C(OC2OC(CO)C(O)C(O)C2O)OC=C(C(=O)OC)C1CC1CC(=O)CC(CC(=O)CCc2ccc(O)cc2)O1 (stereo not given)	-2%	3	-4	-2%	nt	8%	5	21	-5%	0.5%	20
CC(C)C[C@H](NC(=O)c1nc[nH]c1C(=O)NC1CCN(C(=O)OC(C)(C)C)CC1)C(=O)OC(C)(C)C	-3%	-13	29	1%	?	17%	6	-13	-12%	3.5%	-6
COc1ccccc1Nc1cc(C(=O)NC2CCCC2)c2ccccc2n1	3%	nt	25	nt	nt	21%	14	-27	0%	0.3%	13
Cc1oc2c(Cl)c(Cl)c(O)c(CN(C)C)c2c1C(=O)c1ccc(Cl)cc1	-8%	-18	12	2%	-8%	-2%	-9	-1	0%	3.9%	5
O=C(CC(=O)NCCc1ccccc1)NCCc1ccccc1	2%	2	6	-1%	-10%	-2%	12	-6	-2%	0.7%	-5
CCCCn1nnnc1SCC(=O)Nc1ccc(F)cc1	0%	-2	6	1%	19%	-2%	21	26	-1%	-0.5%	-1
Fc1ccc(NCc2cccnc2)cc1	1%	2	2	-3%	7%	18%	3	-2	-1%	0.0%	-24
O=C1CC(=C(c2ccccc2)c2ccccc2)C(=O)N1CCCCN1CCN(c2cccc(Cl)c2)CC1	8%	4	8	2%	-17%	1%	-74*	-3	0%	-0.2%	-75*
C/C(=N\NC(=O)C1CC1)c1ccc(Cl)cc1	-3%	1	28	-5%	-9%	3%	-13	6	1%	0.0%	-1
COC(=O)C1=C(C)NC(=S)NC1c1ccc(OCC(=O)N2CCCCC2)c(OC)c1 (stereo not given)	-2%	nt	1	-17%	nt	9%	nt	11	-1%	0.2%	0
Cc1cc(C)n(CCc2nc(-c3ccc(-c4ccccc4)cc3)cs2)n1	1%	3	-1	-1%	3%	17%	nt	4	-2%	-0.2%	9
CC(=O)Nc1ccn(-c2ccccc2)n1	-1%	2	7	-11%	5%	-2%	4	1	0%	0.0%	-1
COc1ccc(NC(=O)Nc2nnc(-c3ccncc3)s2)cc1	-1%	-2	2	-8%	?	-1%	39	20	0%	0.6%	-2
O=C(NNC1CC(=O)N(c2ccc(Br)cc2)C1=O)c1cccs1 (stereo not given)	-1%	-1	6	-1%	nt	-2%	12	20	3%	0.3%	-9
CCOc1ccc(NC(=S)N(Cc2ccc(N(C)C)cc2)Cc2ccco2)cc1	-3%	-4	nt	3%	nt	0%	0	-23	-15%	0.5%	0
CN(C)S(=O)(=O)c1ccc(C(=O)NCc2ccc3[nH]c4c(c3c2)CCCC4)cc1	nt	-1	2	3%	?	30%	1	-9	1%	0.7%	1
O=C(O)c1cccc(Nc2ccc([N+](=O)[O-])c3nonc23)c1	-3%	-15	1	nt	11%	?	0	1	3%	0.3%	-9
Cc1ccn2c(CNCc3cnn(C)c3)c(C(=O)N3CCCCCC3)nc2c1	-5%	nt	0	nt	nt	11%	11	-11	2%	-0.2%	1
COc1ccc2c(c1)c1nc3n(c(=O)c1n2CC(=O)Nc1ccccc1)CCCS3	6%	nt	-3	nt	nt	1%	12	-20	4%	-0.6%	46
Cc1cccc(C(=O)NC(=S)N2CCN(C(=S)NC(=O)c3cccc(C)c3)CC2)c1	1%	-1	9	2%	-10%	-19%	2	-2	-1%	-2.3%	0
C1=C(c2cccc3ccccc23)N2CCN=C2S1	2%	0	1	-7%	0%	13%	-13	0	-2%	0.6%	10
CCN(CC)S(=O)(=O)c1ccc(NCCCn2ccnc2)c([N+](=O)[O-])c1	2%	0	1	nt	26%	-7%	-8	-8	-3%	-0.7%	-1
O=C(NC1CCCCCC1)c1cc(-c2ccccn2)nc2ccccc12	11%	2	7	-2%	-10%	0%	14	4	1%	-0.2%	i
O=C(N/N=C/c1c(O)ccc2ccccc12)c1cccnc1	3%	0	30	nt	?	?	4	3	12%	-0.5%	16
COc1ccccc1NC(=S)NCC1CCCCC1	1%	-2	24	1%	6%	10%	2	11	-1%	-1.0%	nt
COc1ccccc1N1CCN(C(=O)c2ccoc2C)CC1	-4%	-1	-2	6%	?	-1%	-7	-15	-2%	-0.2%	4
O=c1cc(N2CCN(c3ccccc3)CC2)[nH]c(=O)n1-c1ccccc1Cl	-2%	-5	-2	2%	-17%	-2%	13	8	1%	-0.1%	-2
O=C(COC(=O)C12CC3CC(CC(O)(C3)C1)C2)Nc1ccc(Br)cc1F	nt	nt	-2	nt	nt	nt	-14	32[activator]	-1%	0.1%	5
Cc1cc2nc(-c3ccc[nH]c3=O)n(Cc3cccc(F)c3)c2cc1C	-1%	-1	19	nt	?	2%	6	-24	-5%	-0.1%	4
CCN(CC)CCn1c(=S)[nH]c2ccccc2c1=O	5%	1	-1	4%	-7%	6%	-17	9	4%	-0.2%	-16
CCN(CC)c1ccc(CN(C(=O)c2cc(OC)c(OC)c(OC)c2)C2CCS(=O)(=O)C2)cc1 (stereo not given)	1%	-3	5	5%	-13%	-7%	1	-16	-5%	-0.3%	-15
CCOC(=O)c1cc(C(C)C)sc1NC(=O)COC(=O)CCS(=O)(=O)c1ccccc1	0%	-1	-1	-5%	4%	2%	-6	-14	-10%	0.7%	-2
COc1ccc(-c2cnc3ccccc3n2)cc1NC(=O)CNC(=O)c1ccccc1	-4%	0	1	1%	-21%	-7%	10	-16	1%	0.0%	-3
COc1ccccc1N1CCN(C(=O)CSc2nnc3n2C(C)(C)Cc2ccccc2-3)CC1	1%	10	0	3%	-12%	-1%	3	-2	3%	-0.4%	16
CCOc1ccc(NC(=S)NCCCN2CCN(c3ccc(OC)cc3)CC2)cc1	12%	2	1	-3%	-10%	-6%	-45	6	1%	-0.8%	10
COc1ccc(NC(=O)CC(Cc2ccc(Cl)cc2)C(=O)O)cc1 (stereo not given)	4%	-2	-3	nt	9%	?	14	0	0%	-0.1%	2
C/C(=N\Nc1ccc([N+](=O)[O-])cc1)c1ccc(C#N)cc1	-4%	0	2	3%	nt	17%	-15	-5	8%	-0.6%	0
ClCc1nnc(-c2ccccc2)o1	-1%	2	3	-16%	-11%	1%	-4	7	1%	4.5%	nt
O=C(Nc1cccc(S(=O)(=O)N2CCCC2)c1)c1ccccc1OC(F)F	0%	nt	1	-1%	nt	0%	4	2	3%	-0.4%	-3
O=C(NNC1CC(=O)N(c2ccc(Br)cc2)C1=O)c1ccco1 (stereo not given)	4%	6	2	15%	1%	3%	8	-1	5%	-0.9%	-3
CCN(CC)c1nc(N)c([N+](=O)[O-])c(NCCO)n1	-1%	1	-4	-5%	-10%	18%	8	6	2%	-0.2%	2
Cc1csc2nc(O)c(C(=O)NC3CCCCC3)c(=O)n12	nt	nt	5	nt	nt	nt	2	6	-1%	0.0%	-4
C=CCNC(=O)c1ccc(-c2cccc([N+](=O)[O-])c2)o1	-1%	1	?	1%	-2%	15%	5	9	7%	-0.3%	-4
CNC(=S)N(CCc1ccc(OC)c(OC)c1)Cc1cc2c(C)cc(C)cc2[nH]c1=O	1%	1	-1	0%	11%	12%	5	2	2%	-0.4%	-2
COc1cnc(SCc2ccc(Cl)cc2Cl)nc1Cl	0%	12	0	4%	-16%	6%	-21	-2	0%	-0.1%	13
Cc1c(NC(=O)CSc2nnnn2-c2ccc(F)cc2)c(=O)n(-c2ccccc2)n1C	1%	4	-1	1%	0%	?	-1	12	1%	-0.9%	-10
O=C(Nc1ccc(Cl)cn1)c1cc(S(=O)(=O)N2CCCCC2)ccc1Cl	-2%	-9	-1	-10%	-8%	-3%	-6	-4	0%	0.1%	10
CCOc1ccc(CCNC(=O)COC(=O)/C=C/c2ccccc2OC)cc1OCC	nt	nt	-3	nt	nt	nt	-2	-15	-1%	-0.3%	4
CCOC(=O)CNC(=O)c1c(C)nn(C)c1Cl	0%	2	2	2%	0%	-1%	-14	-22	2%	0.0%	4

Bioassay records deposited in PubChem by National Center for Advancing Translational Sciences (NCATS).

A portion of the library; rates above refer to the full screens.
